# Bioassay records as filed in PubChem BioAssay.
# Casp1 inh = qHTS Assay for Allosteric/Competitive Inhibitors of Caspase-1 | P29466 | Caspase-1 enzyme, Ac-WEHD-AFC fluorogenic rate | Potency, µM (highest dose often 57.5 µM), without a hit: at the highest dose activity change, negative = inhibition, hits mostly inhibitors | 0.03% of 75,000 active | AID 900, 2007;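 note: potency is the fitted concentration of half-maximal effect; plate controls were vehicle for no effect and no substrate for full effect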
# Target sequence (P29466 120-297 limits assumed): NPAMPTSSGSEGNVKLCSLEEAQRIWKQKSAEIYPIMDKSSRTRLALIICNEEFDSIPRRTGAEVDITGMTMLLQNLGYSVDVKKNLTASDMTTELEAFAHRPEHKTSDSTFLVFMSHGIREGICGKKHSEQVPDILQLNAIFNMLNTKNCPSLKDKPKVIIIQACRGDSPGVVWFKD
# Target sequence (P29466 317-404 limits assumed): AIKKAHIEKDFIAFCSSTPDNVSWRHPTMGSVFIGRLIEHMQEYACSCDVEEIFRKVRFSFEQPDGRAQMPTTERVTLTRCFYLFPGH
# 4-MU autofl = qHTS Assay for Spectroscopic Profiling in 4-MU Spectral Region; max dye-equivalent concentration, M; 11% of 59,000 active; compound autofluorescence, 340/450 nm, 4-MU equivalents; stronger effect = higher value; in the data active = max dye-equivalent concentration above about 10 nM; inconclusive = mostly about 1.1 nM to 9.6 nM
#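 Compounds in 100 mM Tris, pH 8.0, sat 15 min at room temperature before fluorescence was read at 340 nm excitation/450 nm emission; a per-plate six-point 4-MU standard curve converted signals to dye-equivalent concentration at each compound concentration.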
# ERK AVP block = qHTS Assay for Inhibitors of the ERK Signaling Pathway using a Homogeneous Screening Assay; HEK293-V1b, vasopressin-stimulated pERK AlphaScreen; Potency, µM (titrated, usually from 57.5 µM), for inactives: top-dose activity, negative = inhibition, most hits filed as inhibitors; 0.99% of 72,000 active; note: potency is the fitted concentration of half-maximal effect; % is set by controls: 0 for no effect and ±100 for the full control effect; nearly all actives have a fitted effect of over 55% in size
#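 Phosphorylated ERK1/2 detected via AlphaScreen bead proximity in lysates of V1b-expressing HEK293 cells given 25 nM vasopressin for 5 min after 30 min compound exposure (37 °C). AC50 from Hill equation; basal DMSO 0%, vasopressin 100%.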
# Rhodamine autofl = qHTS Assay for Spectroscopic Profiling in Rhodamine Spectral Region; Rhodamine-region fluorescence, 547/598 nm, Tris buffer; stronger effect = higher value; max dye-equivalent concentration, M; 0.05% of 59,000 active; in the data active = max dye-equivalent concentration above about 11 nM; inconclusive = between about 1.1 nM and that limit
#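 Compounds in 100 mM Tris buffer, pH 8.0, were incubated 15 min at room temperature, then read at 547 nm excitation and 598 nm emission. Fluorescence was normalized against a per-plate six-point rhodamine standard curve as dye-equivalent concentration.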
# Tau filament bind = qHTS Assay for Tau Filament Binding. recombinant tau filaments, thioflavin S fluorescence, 15 h; filaments grown with octadecylsulfate alongside compound. Potency, µM (doses to about 57.1 µM), without a hit: at the top dose activity change, negative = inhibition. 2% of 71,000 active. AID 596, 2007;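 note: potency is the fitted concentration of half-maximal effect; % is set by controls: 0 for no effect and ±100 for the full control effect; actives lower thioflavin S fluorescence by blocking filaments or displacing dye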
# Target sequence (P10636 whole entry, looked up): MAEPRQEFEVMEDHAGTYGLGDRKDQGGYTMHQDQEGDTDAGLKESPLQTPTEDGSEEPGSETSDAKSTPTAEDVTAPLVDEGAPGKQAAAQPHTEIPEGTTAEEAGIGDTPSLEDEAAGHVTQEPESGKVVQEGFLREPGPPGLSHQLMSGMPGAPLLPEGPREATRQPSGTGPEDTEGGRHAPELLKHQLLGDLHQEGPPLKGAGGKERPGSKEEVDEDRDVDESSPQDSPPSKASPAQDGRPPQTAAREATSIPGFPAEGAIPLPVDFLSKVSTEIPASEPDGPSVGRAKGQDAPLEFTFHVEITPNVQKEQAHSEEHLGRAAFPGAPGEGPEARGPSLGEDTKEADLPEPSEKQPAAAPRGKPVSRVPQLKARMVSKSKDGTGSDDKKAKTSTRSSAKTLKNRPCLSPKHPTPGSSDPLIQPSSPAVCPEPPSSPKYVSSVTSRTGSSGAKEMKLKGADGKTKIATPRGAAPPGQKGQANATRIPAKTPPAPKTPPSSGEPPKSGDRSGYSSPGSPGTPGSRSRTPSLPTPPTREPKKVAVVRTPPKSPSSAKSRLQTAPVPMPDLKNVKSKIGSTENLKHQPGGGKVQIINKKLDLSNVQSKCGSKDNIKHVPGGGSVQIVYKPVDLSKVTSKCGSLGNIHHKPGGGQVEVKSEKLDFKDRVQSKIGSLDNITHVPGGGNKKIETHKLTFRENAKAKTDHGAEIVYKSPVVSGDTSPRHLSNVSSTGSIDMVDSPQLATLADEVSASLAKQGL
#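 ThS-based fibril read: tau 1 uM final, inducer ODS 30 uM final, 37 C for 15 h, ex 450/em 510 nm.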
# Casp7 inh = qHTS Assay for Allosteric/Competitive Inhibitors of Caspase-7; P55210; recombinant caspase-7, Ac-DEVD-AFC fluorescence rate; Potency, µM (top dose mostly 57.5 µM), for the others: top-dose activity change, negative = inhibition, most hits filed as inhibitors; 0.02% of 75,000 active; AID 889, 2007; active = well fitted inhibition curve with a large enough effect in the main read-out, with a control signal flat, not every such curve was filed as active; inconclusive = small, poorly fitted or top-dose-only effect, or a change in a side signal; note: potency is the fitted concentration of half-maximal effect; % of control where 0% means no effect
# Texas Red fluor = qHTS Assay for Spectroscopic Profiling in Texas Red Spectral Region. AID 587, 2007. max dye-equivalent concentration, M. 0.06% of 59,000 active. Compound fluorescence, Texas Red channel, 547/618 nm; stronger effect = higher value; in the data active = max dye-equivalent concentration above about 10 nM; inconclusive = between about 1.1 nM and that limit
#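 Dye-equivalent concentrations come from scaling compound signal (ex 547, em 618 nm) to six Texas Red standard concentrations run on every plate, after 15 min room-temperature incubation in pH 8.0 Tris (100 mM).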
# Fluorescein fluor = qHTS Assay for Spectroscopic Profiling in Fluorescein Spectral Region. max fluorescein-equivalent concentration, M. AID 593, 2007. Compound autofluorescence, 480/540 nm, fluorescein-equivalent; stronger effect = higher value. 0.91% of 59,000 active; in the data active = max fluorescein-equivalent concentration above about 10 nM; inconclusive = between about 1.1 nM and that limit
#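 Each compound is tested across a concentration series in 100 mM Tris buffer at pH 8.0. After 15 min at room temperature, plates are imaged with 480 nm excitation and 540 nm emission filters, and intensities are converted to fluorescein-equivalent values.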
# Luciferase inh = qHTS Assay for Inhibitors of Firefly Luciferase. Luciferin 4-monooxygenase (Photinus pyralis), P08659. purified firefly luciferase, luminescence, 8 min. Potency, µM (highest dose often 57.1 µM), without a hit: at the top dose activity change, negative = inhibition, most hits filed as inhibitors. 2.2% of 72,000 active. AID 411, 2009; note: potency is the fitted concentration of half-maximal effect; % is set by controls: 0 for no effect and ±100 for the full control effect; nearly all actives have a fitted effect of over 40% in size
#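 Titration-based qHTS; buffer 50 mM imidazole pH 7.2, 50 mM KCl, 7 mM MgCl2, 10 uM ATP, 0.01% Tween 20, 0.05% BSA; luciferase/luciferin detector mix added after compound; 8 min, ambient; luminescence.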
# A350 fluor = qHTS Assay for Spectroscopic Profiling in A350 Spectral Region; Compound autofluorescence, 340/450 nm, Alexa 350 dye-equivalents; stronger effect = higher value; max dye-equivalent concentration, M; 11% of 59,000 active; in the data active = max dye-equivalent concentration above about 10 nM; inconclusive = mostly about 1.1 nM to 9.6 nM
# HEK293 cAMP ctrl = qHTS Assay for Agonists of the Thyroid Stimulating Hormone Receptor: Activators of Intracellular cAMP Concentrations in Parental HEK 293; parental HEK293 CNG cAMP sensor, membrane potential fluorescence; Potency, µM (highest dose often 57.1 µM), inactives show at the top dose activation, usual class: activators; 2.5% of 73,000 active; note: potency is the fitted concentration of half-maximal effect; % of control where 0% means no effect; nearly all actives have a fitted effect of over 55% in size
#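 Parental HEK 293 cells stably expressing a modified CNG channel (no TSHR) report cAMP rise as membrane depolarization. Membrane potential dye with 100 uM RO 20-1724 was loaded for 60 min at room temperature, then compound added for 30 min; fluorescence read at 590 nm.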
# * = called active by the depositor; i = inactive; ? = inconclusive; . = no result given; [ ] = another dose, or the depositor's remark. Unless noted, calls come from the whole dose curve; as a rule, active = well fitted curve in the direction sought with a large enough effect; inconclusive = small, poorly fitted or top-dose-only effect, or another doubt; inactive = no such curve, though single readings can be large; an effect the other way counts as inactive or inconclusive.
1. COCCNC(=O)COc1cc(=O)n(C)c2ccccc12
2. c1ccc(SCc2nc3ccccc3[nH]2)nc1
3. Cc1nn(Cc2ccccc2)c2sc(C(=O)N3CCN(Cc4ccc5c(c4)OCO5)CC3)cc12
4. NCCCNCCSP(=O)(O)O
5. O=C(CN1CCN(C2CCCCC2)CC1)NCCC1=CCCCC1
6. O=c1[nH]c(-c2cccnc2)nc2ccccc12
7. NCC(=O)Nc1ccc(Cl)cc1C(=O)c1ccc[nH]1
8. CN(C)C(=O)CN1C(=O)C2CC=C(Cl)CC2C1=O (stereo not given)
9. COC(=O)CN(C#N)c1nc(SC)nc(N(C)C)n1
10. Cc1ccccc1NC(=O)Cn1nnc(-c2ccc(N3CCOCC3)cc2)n1
screen / no. | 1 | 2 | 3 | 4 | 5 | 6 | 7 | 8 | 9 | 10
Casp1 inh | -2% | . | -1% | 0% | 2% | 1% | -3%[11.5 µM] | 0% | 0% | 0%
4-MU autofl | i | i | i | i | i | i | i | i | i | i
ERK AVP block | 9% | . | -16% | 11% | 17% | -13% | -1%[11.5 µM] | -1% | -10% | -14%
Rhodamine autofl | i | i | i | i | i | i | i | i | i | i
Tau filament bind | -7% | . | 14% | 2% | -10% | -28% | -10%[11.4 µM] | -1% | 14% | -9%
Casp7 inh | -1% | . | -3% | 2% | -1% | -1% | 1%[11.5 µM] | 0% | -2% | 0%
Texas Red fluor | i | i | i | i | i | ? | i | i | i | i
Fluorescein fluor | i | i | i | ? | i | ? | i | ? | i | ?
Luciferase inh | -5% | -14%[25.5 µM] | 1% | 1% | 0% | 0% | 2%[11.4 µM] | 2% | 2% | -7%
A350 fluor | i | ? | i | i | i | i | i | i | i | i
HEK293 cAMP ctrl | 4% | . | -4% | 9% | 9% | 2% | -6%[11.4 µM] | 1% | 4% | -20%

# Entries of single compounds as entered above.
# Results for `Cc1nn(Cc2ccccc2)c2sc(C(=O)N3CCN(Cc4ccc5c(c4)OCO5)CC3)cc12` → Casp1 inh: -1%; 4-MU autofl: i; ERK AVP block: -16%; Rhodamine autofl: i; Tau filament bind: 14%; Casp7 inh: -3%; Texas Red fluor: i; Fluorescein fluor: i; Luciferase inh: 1%; A350 fluor: i; HEK293 cAMP ctrl: -4%
# Results for `COC(=O)CN(C#N)c1nc(SC)nc(N(C)C)n1` → Casp1 inh: 0%; 4-MU autofl: i; ERK AVP block: -10%; Rhodamine autofl: i; Tau filament bind: 14%; Casp7 inh: -2%; Texas Red fluor: i; Fluorescein fluor: i; Luciferase inh: 2%; A350 fluor: i; HEK293 cAMP ctrl: 4%

# Continued:
11. O=C(/C=C\c1ccc2c(c1)OCO2)c1ccc(F)cc1
12. O=C(O)Cn1nnn(-c2ccccc2)c1=S
13. CC(C)C(NC(=O)C1CCCCC1)C(=O)NC1CCN(Cc2ccccc2)CC1 (stereo not given)
14. O=S(=O)(NCCSc1ccccc1)c1cccs1
15. CSc1nnc([C@H](C)NC(=O)OC(C)(C)C)o1
16. Cc1c(NC(=O)CN2CCCc3ccccc32)c(=O)n(-c2ccccc2)n1C
17. COc1ccc(-n2c(SCC(=O)N3CCCCC3)nc(O)cc2=O)cc1
18. CCOC(=O)CSc1nnc(Cc2ccccc2)n1Cc1ccco1
19. O=C(N/C(=N\O)c1ccccc1)Nc1ccc(Cl)cc1
20. COC(=O)[C@H](Cc1ccccc1)NC(=O)N1CCCCC1C (stereo not given in full)
screen / no. | 11 | 12 | 13 | 14 | 15 | 16 | 17 | 18 | 19 | 20
Casp1 inh | -2%[11.5 µM] | -6% | 0% | 1% | 1% | -2% | -4% | 3% | 2% | -1%
4-MU autofl | . | 1.5e-08M* | i | . | i | i | . | i | i | i
ERK AVP block | 0%[11.5 µM] | -36% | 5% | -28% | -4% | -2% | -27% | -6% | 2% | 6%
Rhodamine autofl | . | i | i | . | i | i | . | i | i | i
Tau filament bind | . | 4% | -2% | 3%[11.4 µM] | -4% | 7% | 195%[11.4 µM] | -4% | 1% | -2%
Casp7 inh | -1%[11.5 µM] | 0% | 0% | 0% | 2% | 0% | 1% | -1% | 0% | 0%
Texas Red fluor | . | i | i | . | i | i | . | i | i | ?
Fluorescein fluor | . | i | ? | . | i | ? | . | ? | i | ?
Luciferase inh | ? | -7% | 2% | -3% | 0% | 2% | 0% | -2% | -16% | 1%
A350 fluor | . | 1.7e-08M* | i | . | i | i | . | i | i | i
HEK293 cAMP ctrl | 20%[11.4 µM] | ? | 10% | -4%[11.4 µM] | 5% | 4% | -9%[11.4 µM] | ? | ? | 10%

21. CCS(=O)(=O)N1CCCC(C(=O)NCCc2ccc(OC)c(OC)c2)C1 (stereo not given)
22. Cc1nc2c(=O)n(C)c(=O)[nH]c2n1Cc1ccccc1
23. COc1ccc(-c2nc3n(c(=O)c2C#N)CCCS3)cc1
24. CCN(CC)S(=O)(=O)c1cccc(C(=O)NC(C(=O)NC2=NCCS2)C(C)C)c1 (stereo not given)
25. C=CCn1c(Oc2cc(C)ccc2C)nc2c1c(=O)n(C)c(=O)n2C
26. CCc1ccc(N(C(C)=O)C2C=CS(=O)(=O)C2)cc1 (stereo not given)
27. CC(C)N(CCNC(=O)C1CCC(=O)N1Cc1ccc(F)cc1)Cc1ccccc1 (stereo not given)
28. CN(C)S(=O)(=O)c1ccc(C(=O)NCCOc2ccccc2)cc1
29. OC(COc1ccccc1Cl)CN1CCN(CC(O)COc2ccccc2Cl)CC1 (stereo not given)
30. CCOCCCN1C(=O)CN(C2CCCCCC2)C(=O)C1c1ccc(OC)cc1 (stereo not given)
screen / no. | 21 | 22 | 23 | 24 | 25 | 26 | 27 | 28 | 29 | 30
Casp1 inh | -2% | . | -5% | -1% | 0% | -5% | 1% | -1% | 0% | 0%
4-MU autofl | i | 4.6e-08M* | ? | i | i | i | i | i | . | i
ERK AVP block | -4% | . | 16% | 6% | -8% | 0% | 36% | -18% | -16% | -4%
Rhodamine autofl | i | i | i | i | i | i | i | i | . | i
Tau filament bind | -4% | . | 0% | 44% | 7% | 9% | 15% | 4% | 23% | 1%
Casp7 inh | 0% | . | -1% | 0% | -2% | -5% | 2% | 2% | -3% | 1%
Texas Red fluor | i | i | i | i | i | i | i | ? | . | i
Fluorescein fluor | i | i | i | ? | ? | ? | i | ? | . | i
Luciferase inh | 4% | 2%[25.5 µM] | 1% | 0% | 1% | 0% | 2% | -13% | -7% | -1%
A350 fluor | i | 5.3e-08M* | ? | i | i | i | i | i | . | i
HEK293 cAMP ctrl | 3% | . | -9% | 21% | 28% | 0% | ? | 13% | 11% | 12%

31. Oc1ccccc1-c1nc(N2CCN(Cc3ccccc3)CC2)c2ccccc2n1
32. NCCc1nnc(SCc2c(F)cccc2Cl)o1
33. Cc1onc(-c2ccccc2Cl)c1C(=O)Nc1ccc(-c2cn3cccnc3n2)cc1
34. N=C(C[C@@H](O)COc1ccccc1-c1ccccc1)N1CCCCC1
35. CCOC(=O)N1CCC(NC(=O)CCc2nc(-c3ccc(C)cc3)no2)CC1
36. CC(NS(=O)(=O)c1ccccc1)C(=O)Nc1nccs1 (stereo not given)
37. CN(C)CCCc1c2ccccc2nc2ccc(Cl)cc12
38. CCOC(=O)c1cnc2ccc(Br)cc2c1NCCO
39. COc1ccc(-c2csc3nc(C)n(-n4cccc4)c(=O)c23)cc1OC
40. CC(C)CC(NC(=O)C(NC(=O)OC(C)(C)C)C(C)C)C(=O)N1CCCC1C(N)=O (stereo not given)
41. CCCC(C(=O)N1CCOCC1)N1C(=O)C2C3C=CC(C3)C2C1=O (stereo not given)
42. CC(=O)Nc1cccc(NC(=O)c2cc3ccccc3o2)c1
43. COc1ccc(-c2noc(CN3C(=O)c4ccccc4C3=O)n2)cc1
screen / no. | 31 | 32 | 33 | 34 | 35 | 36 | 37 | 38 | 39 | 40 | 41 | 42 | 43
Casp1 inh | 0% | -2% | -7% | -1% | 3% | -4% | -1%[11.5 µM] | -2% | -2% | -1% | -1% | 1% | -4%
4-MU autofl | i | i | 1e-06M* | . | i | i | 6.7e-07M* | . | i | i | . | i | i
ERK AVP block | -10% | -12% | -1% | 18% | 16% | 0% | 9%[11.5 µM] | ? | -29% | -8% | -15% | ? | -8%
Rhodamine autofl | i | i | i | . | i | i | i | . | i | i | . | i | i
Tau filament bind | -5% | -9% | -2% | 25% | -12% | -13% | -12%[11.4 µM] | -10%[11.4 µM] | 5% | -2% | -1% | 6% | -7%
Casp7 inh | -2% | -1% | 0% | 1% | 0% | -2% | -2%[11.5 µM] | 1% | 0% | 0% | 0% | 0% | -4%
Texas Red fluor | i | i | i | . | ? | i | i | . | i | i | . | i | i
Fluorescein fluor | ? | i | i | . | i | ? | ? | . | i | i | . | i | i
Luciferase inh | 3% | -1% | 1% | 0% | -1% | -1% | 2%[11.4 µM] | -3% | 1% | 3% | -8% | 13µM* | 0%
A350 fluor | i | i | 1e-06M* | . | i | i | 7.2e-07M* | . | i | i | . | i | ?
HEK293 cAMP ctrl | ? | 15% | 28% | 32µM* | 8% | 0% | -4%[11.4 µM] | 9%[11.4 µM] | 12% | 7% | 0% | 0% | 23%

# The list is partial (hit frequency here may not be typical).
